# B2AR arrestin – beta2AR (human) beta-arrestin recruitment activity; Potency, µM (highest dose often 46.1 µM), without a hit: at the highest dose activation, hits mostly activators; actives 0.02% (n = 330,000); P07550; AID 492947; beta-arrestin recruitment to beta2AR, cell-based reporter;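 further: potency means the concentration at half of the fitted maximal effect; 0% = DMSO controls and full agonism = EC100 isoproterenol or metaproterenol; nearly all actives have a fitted effect of over 65% in size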
# ELG1 repair inh – inhibitors of ELG1-dependent DNA repair in HEK293T cells; HEK293T ELG1-luciferase reporter, luminescence, 16 h; DNA damage induced by 5-fluorouridine; Potency, µM (series often up to 46.1 µM), without a hit: at the top dose activity change, negative = inhibition, usual class: inhibitors; AID 504467; actives 2.3% (n = 330,000); further: potency means the concentration at half of the fitted maximal effect; on the % scale 0 is the no-effect control and ±100 the full control effect; nearly all actives have a fitted effect of over 55% in size
#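 Quantitative HTS, concentration-response format. 2,000 cells/well co-treated with 5-fluorouridine and compound, 16 hr in 5% CO2 at 37 °C; ONE-Glo luminescence read after 30 min.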
# CXXC DNA block – MLL CXXC-DNA interaction inhibition. AID 2662. MLL-CXXC / FITC-HOXA9 DNA fluorescence polarization. Q03164. actives 0.037% (n = 290,000). Potency, µM (top dose mostly 115 µM), for the others: at the highest dose activity change, negative = inhibition, usual class: inhibitors; active means well fitted inhibition curve with a large enough effect in the polarisation, with a control signal flat, not every such curve was filed as active; inconclusive means small, poorly fitted or top-dose-only effect, or effect the other way, or a change in a side signal; inactive means no such curve, though single readings can be large or run the other way; the % refers to the polarisation; further: potency means the concentration at half of the fitted maximal effect
#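 Steps: dispense CXXC domain solution (7 uM) → pin compounds or unlabeled HOX-A9 DNA control → 5 min ambient → add FLSN-HOX-A9 solution (50 nM) → spin → 30 min ambient → fluorescence polarization. Tris pH 7.5/NaCl/DTT/BSA buffer.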
# AT treatment – potential ataxia-telangiectasia treatments restoring KAP-1 phosphorylation; Potency, µM (top dose mostly 57.5 µM), for inactives: top-dose activation, usual class: activators; actives 0.19% (n = 320,000); […] A-T fibroblasts, KAP-1 phosphorylation AlphaLISA; neocarzinostatin DNA damage 30 min before lysis; AID 485349; further: potency means the concentration at half of the fitted maximal effect; % of control where 0% means no effect; nearly all actives have a fitted effect of over 45% in size
#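 ATM-like activity read as KAP-1 phosphorylation via AlphaLISA donor/acceptor antibody pairs after lysis and 6 hr at 25C. Cells were ATM-null patient fibroblasts ([…], hTERT), dosed 60 min, then exposed to the DSB inducer NCS for 30 min.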
# p53 reactivator – restores transcriptional activity of mutant p53; actives 0.063% (n = 320,000); AID 504706; H1299 p53-A138V BP100-luciferase reporter, luminescence, 24 h; Potency, µM (top dose mostly 92.2 µM), without a hit: at the top dose activity change, positive = activation, usual class: activators; further: potency means the concentration at half of the fitted maximal effect; % of control where 0% means no effect; nearly all actives have a fitted effect of over 45% in size
#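 p53-null H1299 cells stably carrying temperature-sensitive p53-A138V and a BP100-luciferase reporter were pinned with compounds (4-point, 1:5 series) and held 24 hrs at 37 deg C. Luminescence was read 10 min after detection reagent.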
# TCR act – activates T cell receptor signaling; 330,000 tested, under 10 active; Potency, µM (top dose mostly 9.22 µM), for inactives: at the highest dose activation of IL-2 secretion, most hits filed as activators; primary human leukocytes, anti-CD3, IL-2 HTRF, 48 h; AID 504894; further: % of control where 0% means no effect
#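 Primary human leukocytes incubated 48 hr with anti-CD3 beads plus compound, without co-stimulation. Secreted IL-2 measured by HTRF (europium cryptate/d2 anti-IL-2 pair, 320 nm excitation, 665 nm emission).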
# a7 integrin act – activators of alpha7 integrin expression for muscular dystrophy | alpha7betagal myoblasts, beta-gal FDG fluorescence, 48 h | Potency, µM (doses to about 38.3 µM), for the others: top-dose activation, usual class: activators | actives 0.064% (n = 350,000) | AID 624291;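 further: potency means the concentration at half of the fitted maximal effect; 100% = response of the positive control SU9516; nearly all actives have a fitted effect of over 60% in size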
#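 alpha7betagal+/- myoblasts (passage 13, 250/well) treated 48 h at 37C with compounds at 1:260 dilution of DMSO stock. Lysed, then beta-galactosidase activity read as FDG fluorescence (ex 480/em 540) after 30 min, with pre-read for autofluorescence.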
# TRPV1 ag – activates the human vanilloid receptor TRPV1; activation, % at 8.33 µM; TRPV1-expressing cells, Fluo-8 calcium influx, agonist mode; actives 0.19% (n = 320,000); in the data active means activation above about 80%; inconclusive means between about 30% and that limit; further: 0% is about no effect
#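 Cells expressing TRPV1 were dye-loaded with Fluo-8 and read kinetically: 10 s baseline, 3 min after compound (agonist portion), then 2 min after EC20 capsaicin (allosteric enhancer portion). Calcium-bound dye fluorescence at 480/520 nm.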
# BRCA1 expr up – increases BRCA1 expression; MCF7-BRCA1-FFLuc reporter, luminescence, 48 h; response scale: scaled: vehicle 0%, 10 µM genistein 100%; Potency, µM (top dose mostly 46.1 µM), for inactives: at the top dose activation, most hits filed as activators; actives 1.1% (n = 380,000); AID 624202; further: potency means the concentration at half of the fitted maximal effect; nearly all actives have a fitted effect of over 80% in size; some results filed as inactive show a strong effect at the top dose
#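 MCF7-BRCA1-FFLuc cells, 2000/well in phenol-red-free MEM, attached 2 h then treated 48 h at 37 C. Luciferase luminescence read 15 min after reagent; normalized to genistein maximum activation (10microM) and DMSO, concentration-response fitted.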
# TSG101-PTAP inh – blocks PTAP/TSG101 interaction to inhibit HIV-1 budding; Fluorescence polarization, FITC-PTAP peptide / Tsg101 binding; Potency, µM (top dose mostly 115 µM), without a hit: at the top dose activity change, negative = inhibition, most hits filed as inhibitors; 340,000 tested, under 10 active; Q99816; active means well fitted inhibition curve with a large enough effect in the main read-out, with a control signal flat, not every such curve was filed as active; inconclusive means small, poorly fitted or top-dose-only effect, or effect the other way, or a change in a side signal; inactive means no such curve, though single readings can be large or run the other way; further: potency means the concentration at half of the fitted maximal effect; % of control where 0% means no effect
#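 Steps: Tsg101 binding domain dispensed (10 uM final), compounds pinned in DMSO, FITC-labeled PTAP-motif peptide added (50 nM final); after 20 min binding at room temperature, polarization measured.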
# Starred values were filed as active, the others as inactive; ? = inconclusive; / = not tested or not shown; & = joins results of further samples; [ ] = another dose, or the depositor's remark. Unless noted, the call rests on the fitted dose curve; in most records, active means well fitted curve in the direction sought with a large enough effect; inconclusive means small, poorly fitted or top-dose-only effect, or another doubt; inactive means no such curve, though single readings can be large; an effect the other way counts as inactive or inconclusive.
SMILES,B2AR arrestin,ELG1 repair inh,CXXC DNA block,AT treatment,p53 reactivator,TCR act,a7 integrin act,TRPV1 ag,BRCA1 expr up,TSG101-PTAP inh
COc1ccc(CN2CCC(n3nccc3NC(=O)C3CCCC3)CC2)c(OC)c1,0.0%,?,?,5%,17%,0%,-16%,-4,-12%,-7%
COc1ccc(NC(=O)CC2C(=O)N(c3cccc(C)c3)C(=O)N2C2CCCCC2)cc1 (centres undefined),-0.2%,?,-5%,-1%,-9%,/,15%,-2,-13%,-8%
C=CCn1cnc2c(NCc3ccccc3)ncnc21,3.4%,?,1%,/,?,-2%,-4%,-10,4µM*,-1%
CCCNC(=O)NCCc1c(C)[nH]c2ccccc12,0.2%,-5%,1%,18%,0%,-3%,17%,/,0%,-8%
NC(=O)NC(=O)COC(=O)c1ccccc1Oc1ccccc1,-0.1%,7%,-3%,-5%,-2%,5%,2%,-3,7%,-5%
CCOC(=O)N1CCN(Cc2nc3ccc([N+](=O)[O-])cc3c(=O)n2-c2cccc(OC)c2)CC1,-0.2%,?,5%,-1%,-2%,4%,-30%,0,-35%,2%
COc1ccccc1-c1nc2ccccc2c(=O)n1NC(=O)c1cccs1,1.6%,-1%,-1%,0%,-4%,-7%[46.1 µM],6%,-1,-10%,-4%
CSC1=N/C(=C\c2ccc3c(c2)OCO3)C(=O)S1,-1.5%,-5%,-3%,-4%,0%,-7%,35%,-1,-14%,-7%
COc1ccc(S(=O)(=O)N2CCC(C(=O)N[C@@H](C)C(=O)NCc3ccc(F)cc3)CC2)cc1,0.0%,14%,13%,0%,4%,-7%,?,-1,-6%,-2%
CCSc1nc(N)c2c(C)c(C)sc2n1,-0.3%,?,0%,-3%,27%,-3%[46.1 µM],-5%,6,3%,-6%
O=C(NCC(=O)N1CCN(S(=O)(=O)c2ccccc2F)CC1)c1ccc2ccccc2c1,-0.5%,-3%,/,0%,-2%,1%,-24%,1,-17%,-6%
CCCCc1ccc(S(=O)(=O)NNC(=S)NCc2ccco2)cc1,-0.3%,-17%,9%,4%,2%,-2%[46.1 µM],4%,0,-1%,-2%
C=CCOC(=O)C1=C(C)NC(=O)NC1c1ccc2c(c1)OCO2 (centres undefined),-0.2%,15%,11%,-2%,1%,0%,11%,-6,9%,-3%
CN(C)C1=NC[C@H](Cc2ccccc2)N1CC1CCCCC1,0.4%,0%,/,-15%,-8%,-3%,-3%,9,0%,-5%
O=S(=O)(NCC(c1cccnc1)N1CCN(c2ccc(F)cc2)CC1)c1cccs1 (centres undefined),-0.6%,0%,-6%,-4%,-5%,2%,25%,0,4%,0%
CCCCNC(=O)c1ccc(SCC(=O)N(CC)CC)c([N+](=O)[O-])c1,0.1%,-7%,-8%,2%,?,/,-48%[inhibitor],1,18%,1%
CCOC(=O)c1ccc(NC(=O)COc2ccccc2CNCCc2ccccc2)cc1,-0.3%,26µM*,-2%,5%,-9%,3%,-59%[inhibitor],2,-49%,-7%
COc1ccccc1CNC(=O)C(C)c1ccc([N+](=O)[O-])cc1 (centres undefined),-0.3%,-7%,-1%,-2%,-8%,0%,?,?,0%,-1%
COc1ccc(OC)c(C(=O)CSc2nnc(Cc3cccs3)n2CCc2ccccc2)c1,-0.3%,?,5%,18%,-9%,-1%,2%,6,-34%,-1%
COc1ccccc1/C=C/C=N/NC(=O)Cc1cccs1,-0.3%,?,-3%,8%,?,2%[46.1 µM],-6%,29,?,-1%
O=C(NCC1CCN(c2ccc(S(=O)(=O)N3CCOCC3)cc2)CC1)Nc1ccccc1,-0.2%,15µM*,10%,-2%,14%,-2%,-14%,9,-18%,-8%
CCOn1c(=O)c(-c2ccc(OC)cc2)[n+]([O-])c2ccccc21,-0.8%,13%,24%,0%,-6%,1%,-2%,0,-33%,0%
N#Cc1c(-c2ccco2)cc(C2CC2)nc1SCC(=O)c1ccccc1,0.3%,4%,-4%,18%,-3%,-3%,-20%,0,-32%,0%
C[C@@H](C(=O)NCC1CC1)[C@H]1C[C@]1(C)[C@H](NC(=O)OCc1ccccc1)c1ccccc1,-2.1%,?,5%,-9%,-2%,2%,-5%,?,0%,-1%
CCN1C(=O)CCC(C(=O)O)C1c1ccc(OC)cc1 (centres undefined),-0.1%,12%,33%[activator],-5%,1%,0%,19%,-4,0%,0%

# Some of these compounds in order of their number in CXXC DNA block, rising.
SMILES	CXXC DNA block
O=S(=O)(NCC(c1cccnc1)N1CCN(c2ccc(F)cc2)CC1)c1cccs1 (centres undefined)	-6%
CSC1=N/C(=C\c2ccc3c(c2)OCO3)C(=O)S1	-3%
CCCCc1ccc(S(=O)(=O)NNC(=S)NCc2ccco2)cc1	9%

# New compounds follow
SMILES,B2AR arrestin,ELG1 repair inh,CXXC DNA block,AT treatment,p53 reactivator,TCR act,a7 integrin act,TRPV1 ag,BRCA1 expr up,TSG101-PTAP inh
CN(C)c1nc(C#N)nc(N2CCOCC2)n1,0.3%,-22%,0%,0%,-1%,-5%,-18%,-2,-1%&-25%,0%
COc1cc(S(=O)(=O)N(Cc2cccs2)CC2CCCO2)ccc1-n1cnnn1 (centres undefined),0.3%,-5%,-12%,-7%,3%,0%,17%,-1,6%,0%
COc1cc(CN2CCN(C(C)C)C(CCO)C2)ccc1OCc1ccccc1 (centres undefined),-1.0%,?,-1%,3%,4%,5%,-20%,3,46%,2%
C[C@@H](O)Cc1cn(CC(=O)NCCCCCCCCCCC(=O)N2CCNCC2)nn1,-0.1%,28%,/,-3%,-3%,-4%,-23%,-3,8%,-1%
O=C(OCC(=O)N1CCOCC1)c1ccccc1SCC(=O)N1CCCC1,0.3%,9%,3%,5%,1%,1%,16%,2,0%,-2%
Cc1c(CC(=O)NCC(=O)O)c(=O)oc2cc3occ(-c4ccccc4)c3cc12,0.2%,7%,-9%,1%,3%,-9%,30%,0,3%,-3%
COc1cc(NC(=S)NC(=O)c2ccc(F)cc2)ccc1NC(=O)c1ccco1,-1.6%,19%,-5%,-1%,-3%,-4%[46.1 µM],-17%,0,-16%,-4%
CN(C(=O)c1ccno1)c1nnc(-c2ccccn2)s1,-0.6%,?,-12%,6%,14%,-9%,-5%,-3,38%,-6%
C=CCn1c(=O)c(C(=O)Nc2cccnc2)c(O)c2ccccc21,-0.1%,?,-16%,/,16%,-5%[46.1 µM],4%,-2,-77%,-5%
CN(CCOc1ccc(F)cc1)Cc1ccccc1,0.3%,15%,6%,2%,6%,3%,-8%,0,-8%,0%
C/C(=N/NC(=O)CSc1nc2ccccc2s1)c1ccncc1,-0.8%,-13%,3%,3%,-2%,-7%,0%,2,-3%,0%
Cc1c2cnn(CC(=O)NCCCN3CC(C)CC(C)C3)c(=O)c2c(C)n1Cc1ccccc1Cl (centres undefined),4.3%,12%,?,-6%,3%,1%,-25%,-1,7%,-2%
CCOC(=O)CSc1ccc(C(=O)NCCCN2CCOCC2)cc1[N+](=O)[O-],-0.3%,11%,-1%,-4%,6%,0%,?,0,-2%,-1%
CC(=O)OCC1OC(n2c(-c3ccc(Cl)cc3)ccc(C#N)c2=S)C(OC(C)=O)C(OC(C)=O)C1OC(C)=O (centres undefined),/,/,/,/,/,-5%,4%,/,-18%,-1%
Cc1ccc(S(=O)(=O)NCC(c2ccco2)N2CCc3ccccc32)cc1 (centres undefined),0.3%,-27%,/,1%,3%,7%,3%,8,-23%,-2%

# In the list so far, these contain a thiophene ring, fused or not:
SMILES,B2AR arrestin,ELG1 repair inh,CXXC DNA block,AT treatment,p53 reactivator,TCR act,a7 integrin act,TRPV1 ag,BRCA1 expr up,TSG101-PTAP inh
COc1ccccc1-c1nc2ccccc2c(=O)n1NC(=O)c1cccs1,1.6%,-1%,-1%,0%,-4%,-7%[46.1 µM],6%,-1,-10%,-4%
CCSc1nc(N)c2c(C)c(C)sc2n1,-0.3%,?,0%,-3%,27%,-3%[46.1 µM],-5%,6,3%,-6%
O=S(=O)(NCC(c1cccnc1)N1CCN(c2ccc(F)cc2)CC1)c1cccs1 (centres undefined),-0.6%,0%,-6%,-4%,-5%,2%,25%,0,4%,0%
COc1ccc(OC)c(C(=O)CSc2nnc(Cc3cccs3)n2CCc2ccccc2)c1,-0.3%,?,5%,18%,-9%,-1%,2%,6,-34%,-1%
COc1ccccc1/C=C/C=N/NC(=O)Cc1cccs1,-0.3%,?,-3%,8%,?,2%[46.1 µM],-6%,29,?,-1%
COc1cc(S(=O)(=O)N(Cc2cccs2)CC2CCCO2)ccc1-n1cnnn1 (centres undefined),0.3%,-5%,-12%,-7%,3%,0%,17%,-1,6%,0%

# Compound activity from PubChem BioAssay.
